# Screening data: PubChem BioAssay, several laboratories
# Myeloid diff MLP: myeloid differentiation induction; calls only at 10 µM; ER-HoxA9 myeloid progenitors, lysozyme-GFP differentiation, flow cytometry; 1% of 360,000 active;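 active = normalized GFP-positive differentiation at or above the plate's own cutoff, the solvent-only control mean plus 3 SD; inconclusive = no clear call, values can overlap the other calls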;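 also: cells exposed to compound for four days before flow analysis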
# NS5 inhibitors: Dengue-2 NS5 methyltransferase inhibitors, primary screen, biochemical, confirmation dose response (AID 588689) | Dengue-2 NS5 methyltransferase capping enzyme assay, biochemical; higher % means a stronger effect | inhibition, % at 25 µM, or IC50 in µM where a hit was titrated | 0.3% of 340,000 active; in the data active = a potency from the dose series; inconclusive = inhibition above about 29% without an active follow-up result
# NS5 inhibitors pilot replicate: also measured in NS5 inhibitors; calls as there; inhibition, %; measured here: pilot screen replicate inhibition
# Myeloid diff MLP GFP+ MAC1+ %: second read-out of Myeloid diff MLP, no call of its own (marks repeat the call); GFP+ MAC1+ double positive, %; measured here: differentiation confirmed by MAC1 staining
# * hit, by the source's call; i = inactive; ? = inconclusive; · = no result given. A portion of the library; count on the stated rates, not on these rows.
SMILES,Myeloid diff MLP,Myeloid diff MLP GFP+ MAC1+ %,NS5 inhibitors,others
NC(=S)NN=C(c1ccc(F)cc1)C1CC1,i,0.6,4.0%,
O=C(COC(=O)/C=C/c1ccc(F)cc1)NCc1ccc2c(c1)OCO2,i,1.6,-2.3%,
COC(=O)c1cc2ccccc2c([N+](=O)[O-])c1O,i,0.3,14.7%,
CC(=O)Nc1ccc(S(=O)(=O)NCCC(=O)NCc2ccncc2)cc1,i,1.0,0.0%,
NC(=O)C1(Nc2ccc(-c3ccccc3)cc2)CCCC1,i,1.6,7.3%,
CCSc1ccc([C@@H]2[C@H]3C(=O)N(CC)C(=O)[C@H]3[C@]3(C(=O)OC)CCCCN23)cc1,i,0.5,-15.5%,
C[C@@H]1CCCCO[C@H](CN(C)S(=O)(=O)c2cccs2)[C@@H](C)CN([C@H](C)CO)C(=O)c2cc(NC(=O)C3CCCCC3)ccc2O1,i,0.5,-1.1%,
Cc1ccc(CNC(=O)CSc2nc(=O)n3ccc(C)cc3n2)cc1,i,0.6,4.9%,
CCN(CC(=O)Nc1c(F)cccc1F)C(=O)c1ccc(S(=O)(=O)N2CCCCCC2)cc1,i,1.0,0.0%,
Cc1ccc(C(=O)N2CCN(c3ccc(N4CCOCC4)nn3)CC2)cc1,i,0.9,3.6%,
CSc1cccc(NC(=O)CNC(=O)c2ccc3c(c2)OCO3)c1,i,0.8,-5.0%,
CCn1nc(C(=O)NNC(=O)c2ccccc2)c2ccccc2c1=O,i,0.6,-3.7%,
c1ccc(-c2nc(CSc3nnc(-c4cccs4)o3)cs2)cc1,i,2.9,-8.9%,
O=C(COC(=O)CCC(=O)c1ccc(F)cc1)NCc1ccc(Cl)cc1,?,·,-2.3%,
Cc1ccc(C(=O)NCCCN2CCOCC2)cc1S(=O)(=O)N1CCCCC1,i,0.6,2.2%,
Cn1cnnc1SCC(=O)Nc1ncc([N+](=O)[O-])s1,i,0.8,6.6%,
COc1ccc(CCNC(=O)COC(=O)CNS(=O)(=O)c2ccc(SC)c([N+](=O)[O-])c2)cc1,i,1.1,-6.9%,
COc1ccc(CNC(=O)CN(C)S(=O)(=O)c2ccc3c(c2)OCCO3)cc1OC,i,0.2,4.8%,
CCCc1cc(=O)[nH]c(SCC(=O)NC(=O)NC2CCCC2)n1,i,0.9,-3.0%,
O=C(Cc1csc(-c2ccc(Cl)cc2)n1)Nc1cccc(S(=O)(=O)NC2=NCCC2)c1,i,0.4,1.8%,
CCOC(=O)N1CCN(C(=O)CCN2C(=O)c3ccccc3S2(=O)=O)CC1,i,0.7,-7.9%,
O=C(c1ccc(F)cc1)N1CCC(C(=O)N(Cc2ccccc2)c2ccccc2)CC1,i,0.8,-6.9%,
COc1ccc(CC(=O)N(C)Cc2cccc(OC)c2OC)cc1S(=O)(=O)N1CCOCC1,i,0.8,2.9%,
Cc1cccc(C)c1OC(=O)c1ccccc1,i,1.7,-6.4%,
COc1c(O[C@@H]2O[C@H](CO)[C@@H](O)[C@H](O)[C@H]2O)cc2c(c1OC)-c1ccc(SC)c(=O)cc1C(NC(C)=O)CC2 (stereo partly specified),i,0.9,-7.3%,
O=C(NCCOC(=O)Nc1cccc2ccccc12)OCc1ccccc1,i,0.8,5.4%,
O=C(COC(=O)C1CC2CCCC(C1)C2=O)Nc1ccc(F)c(Cl)c1 (stereo unspecified),i,0.4,-4.8%,
COc1ccc(S(=O)(=O)N2CCOC2CNC(=O)C(=O)NCc2ccc3c(c2)OCO3)cc1C (stereo unspecified),i,0.6,-7.1%,
CC(=O)N1CCN(c2ccc(Oc3nc(-c4ccccc4)nc4ccccc34)cc2)CC1,i,0.5,2.3%,
COc1ccc(S(=O)(=O)N2CCN(C(=O)c3sccc3-c3ccccc3)CC2)cc1,i,0.6,0.7%,

# Random excerpt: 2 compounds from above.
SMILES,Myeloid diff MLP,Myeloid diff MLP GFP+ MAC1+ %,NS5 inhibitors,others
Cc1cccc(C)c1OC(=O)c1ccccc1,i,1.7,-6.4%,
COc1ccc(CNC(=O)CN(C)S(=O)(=O)c2ccc3c(c2)OCCO3)cc1OC,i,0.2,4.8%,

# Structures from the list above containing four or more nitrogen atoms:
SMILES,Myeloid diff MLP,Myeloid diff MLP GFP+ MAC1+ %,NS5 inhibitors,others
CC(=O)Nc1ccc(S(=O)(=O)NCCC(=O)NCc2ccncc2)cc1,i,1.0,0.0%,
Cc1ccc(CNC(=O)CSc2nc(=O)n3ccc(C)cc3n2)cc1,i,0.6,4.9%,
Cc1ccc(C(=O)N2CCN(c3ccc(N4CCOCC4)nn3)CC2)cc1,i,0.9,3.6%,
CCn1nc(C(=O)NNC(=O)c2ccccc2)c2ccccc2c1=O,i,0.6,-3.7%,
Cn1cnnc1SCC(=O)Nc1ncc([N+](=O)[O-])s1,i,0.8,6.6%,
CCCc1cc(=O)[nH]c(SCC(=O)NC(=O)NC2CCCC2)n1,i,0.9,-3.0%,
O=C(Cc1csc(-c2ccc(Cl)cc2)n1)Nc1cccc(S(=O)(=O)NC2=NCCC2)c1,i,0.4,1.8%,
CC(=O)N1CCN(c2ccc(Oc3nc(-c4ccccc4)nc4ccccc34)cc2)CC1,i,0.5,2.3%,

# Additional structures:
SMILES,Myeloid diff MLP,Myeloid diff MLP GFP+ MAC1+ %,NS5 inhibitors,others
Cn1c(=O)[nH]c(=O)c2c1nc(N1CCN(C(=O)c3ccco3)CC1)n2CCCSc1ncccn1,i,0.7,7.1%,
CCOC(=O)CCC(=O)Nc1cc(S(=O)(=O)N2CCOCC2)ccc1N1CCCCC1,i,0.6,3.0%,
C#CCC(NC(=O)c1ccc(C#N)cc1)C(=O)NCCC (stereo unspecified),i,0.5,-1.6%,
CCN(CC)C(=O)C1=C(C)N(CCCN2CCCC2=O)C(=O)C(CC(=O)NCc2cccc3ccccc23)C1 (stereo unspecified),i,1.5,3.4%,
COc1cccc(-c2cc3nc(C)cc(N4CCN(C(=O)c5ccoc5)CC4)n3n2)c1,i,1.4,6.6%,
COc1ccc(NC(=O)CN(C)C(=O)CNC(=O)c2ccc3c(c2)OCO3)cc1,i,0.5,2.2%,
OC[C@H]1OC(O)C[C@@H](O)[C@@H]1O (stereo partly specified),i,3.1,0.0%,
O=C(COc1c(F)c(F)cc(F)c1F)NNC(=O)CC1CCS(=O)(=O)C1 (stereo unspecified),i,1.6,-0.8%,
COc1ccc(NC(=O)CN(C)C(=O)c2ccc(OCc3ccccc3)c(OC)c2)cc1,i,0.2,-0.7%,
COc1cc2ccc(C(=O)O)cc2cc1OC,i,0.6,-7.5%,
NC(=O)c1ccc(-c2nnn(CC(=O)N(C3CCCC3)C3CCS(=O)(=O)C3)n2)cc1 (stereo unspecified),i,0.7,2.2%,
Cn1c(SCC(=O)Nc2ccc(N3CCOCC3)cc2)nnc1C1CC1,i,0.3,-3.4%,
Cc1nn(-c2ccccc2)c(C)c1/C=C/C(=O)OCC(=O)Nc1ccc(C(N)=O)cc1,i,0.8,-7.4%,
Cc1ccc(NC(=O)c2ccc(C(=O)c3ccccc3)cc2)nc1,i,1.7,3.0%,
CC1C=CCC2C(=O)N(c3cccc(C(=O)N4CCCCCC4)c3)C(=O)C12 (stereo unspecified),i,5.2,5.6%,
Cc1cccc(Nc2nnc(SCC(=O)NCC3CCCO3)s2)c1C (stereo unspecified),i,1.7,-6.2%,
CCCCCN(C(=O)CCC(=O)OCc1cc(C)ccc1C)c1c(N)n(CCCC)c(=O)[nH]c1=O,i,0.8,-0.7%,
O=C(CNC(=O)OCc1ccccc1)NC(Cc1cnc[nH]1)C(=O)O (stereo unspecified),i,0.3,1.6%,
CCCN(CC(=O)Nc1ccccc1C)C(=O)CCN1C(=O)c2cccc([N+](=O)[O-])c2C1=O,i,0.9,5.8%,
CCc1ccc([C@@H]2CC=C(C(=O)O)[C@H](c3cccc(Cl)c3)N2S(=O)(=O)c2ccc(C)cc2)cc1,i,0.9,27.2%,
Cc1ccc(C)c(S(=O)(=O)Nc2ccc(-n3cnnn3)cc2)c1,i,0.9,5.8%,
C=CCN(c1ccccc1OC)S(=O)(=O)c1cccc(C(=O)OCC(=O)N2CCOCC2)c1,i,0.8,-6.0%,
O=C(CN1CCN(C(=O)c2cncn2-c2ccccc2)CC1)Nc1ccccc1Cl,i,0.4,0.0%,
CN(CC(=O)NCCc1ccc(S(N)(=O)=O)cc1)CC(=O)Nc1cccc(F)c1,i,0.1,5.8%,
Cc1csc(=O)n1CCC(=O)OCc1nnc(-c2ccc(Cl)cc2)o1,i,1.3,-1.4%,
COc1ccc(-c2c(C#N)c(SCC(=O)Nc3ccccc3)nc3c2CCCC3)cc1,i,0.8,-9.6%,
CCN(CC)S(=O)(=O)c1cccc(NC(=O)COC(=O)c2[nH]c(C)c(C(C)=O)c2C)c1,i,1.4,5.5%,
Cc1ccc(OCCC(=O)OCC(=O)Nc2ccc3c(c2)OCO3)cc1,i,1.1,0.0%,
Cc1ccc(S(=O)(=O)N2CCC[C@H]2C(=O)Nc2ccccc2C)cc1,i,0.8,-1.2%,
O=C(O)CCC(=NNC(=O)c1cccc(S(=O)(=O)N2CCCCC2)c1)c1ccccc1,i,1.1,0.7%,
CCN(CC(=O)NC(=O)NCc1ccccc1)CC(=O)Nc1cc(Cl)ccc1C,i,1.0,-1.4%,
C[C@@H]1CN([C@@H](C)CO)S(=O)(=O)c2ccc(-c3ccc(C#N)cc3)cc2O[C@@H]1CN(C)Cc1ccccn1,i,0.3,-2.3%,
CCCCn1c(N)c(N(CC(C)C)C(=O)c2ccc(S(=O)(=O)N(CC)c3ccccc3)cc2)c(=O)[nH]c1=O,i,0.2,2.9%,
COc1ccc2nc(C3CCCCC3)nc(C3CCCCC3)c2c1,i,1.4,1.6%,
Cc1ccc(NS(=O)(=O)c2ccccc2[N+](=O)[O-])cc1S(=O)(=O)N1CCCCC1,i,1.2,6.2%,
Cc1noc(C)c1NC(=O)Nc1cccc2c1O[C@H](CN(C)S(=O)(=O)c1ccc(F)cc1)[C@@H](C)CN([C@H](C)CO)C2=O,i,0.5,3.2%,
CC1CC1C(=O)N1CCN(S(=O)(=O)c2cccc(F)c2)CC1 (stereo unspecified),i,0.2,-2.2%,
O=C(Nc1ccc(S(=O)(=O)Nc2cnc3ccccc3n2)cc1)c1ccc(F)cc1,i,0.8,0.0%,
COc1ccc(C)cc1-n1cnc2sc(C)c(C)c2c1=O,i,1.4,1.1%,
O=c1oc(C2(O)CCCCC2)cc2ccc(/C=C/c3ccc(F)cc3)cc12,i,1.4,-0.8%,
CN(CC(=O)Nc1ccc(Cl)c(C(F)(F)F)c1)C(=O)C1CC(=O)N(CCc2ccccc2)C1 (stereo unspecified),i,1.3,2.9%,
CC(=O)c1ccc(S(=O)(=O)NCCCC(=O)N(C)Cc2ccc3c(c2)OCO3)cc1,i,0.4,-1.4%,
CC(=O)Nc1ccc(NC(=O)CSc2nnc3ccc(-c4cccnc4)nn23)cc1,i,0.9,2.9%,
O=[N+]([O-])c1ccc(C=NN2CCOCC2)s1,i,0.4,-2.9%,
c1ccc2cc(CCO[C@H]3CCCCO3)ncc2c1,i,0.8,0.0%,
Cc1csc(=O)n1CC(=O)OCC(=O)NCc1ccc(Cl)cc1Cl,i,1.0,-1.5%,
Cc1ccc(C(=O)OC(C)C(=O)Nc2ccc3c(c2)OCO3)c(O)c1 (stereo unspecified),i,0.9,2.2%,
O=C(COC(=O)c1n[nH]c2ccccc12)NCCc1ccccc1,i,1.5,2.4%,
O=c1oc(-c2ccc(Cl)cc2[N+](=O)[O-])nc2ccccc12,i,0.5,-22.9%,
CCCCCN(C(=O)CCC(=O)OC(C)C(=O)c1ccc(CC)cc1)c1c(N)n(CCCC)c(=O)[nH]c1=O (stereo unspecified),i,1.2,9.5%,
COc1ccc(CNC(=O)O[C@@H]2C[C@H]3C(=O)N(c4ccccc4)C(=O)[C@H]3[C@@]3(CN(S(=O)(=O)c4ccc(C)cc4)C[C@H]3C)[C@@H]2O)cc1OC,i,0.4,-6.4%,
O=C(Nc1ccccc1Cl)c1c(F)c(F)c(F)c(F)c1F,i,0.2,-14.1%,
COC(=O)C[C@H]1C[C@@H]2c3cc(NC(=O)Nc4ccccc4)ccc3O[C@@H]2[C@@H](CO)O1,i,0.3,-9.4%,
CCc1ccc(-c2csc(NC(=O)C3=COCCO3)n2)cc1,i,1.0,-3.6%,
CCOC(=O)C(NC(=O)c1ccccc1)C(C)(C)SCc1ccccc1 (stereo unspecified),i,0.8,6.2%,
C[C@H](CO)N1C[C@H](C)[C@@H](CN(C)C(=O)NC2CCCCC2)Oc2c(NC(=O)Cc3ccccc3)cccc2C1=O,i,1.1,-3.1%,
O=C1OC[C@H]2CCCC[C@@H](CO)ON12,i,1.6,-0.3%,NS5 inhibitors pilot replicate=-1.2
CCOc1ccc(OCC(=O)N(CCC2=CCCCC2)c2c(N)n(Cc3ccccc3)c(=O)[nH]c2=O)cc1,i,1.1,-2.2%,
COc1ccc(NC(=O)C(C)N=C2NS(=O)(=O)c3ccccc32)cc1S(N)(=O)=O (stereo unspecified),i,0.5,-1.9%,
O=C1/C(=C/c2ccc3c(c2)OCO3)SC(=S)N1CCC(=O)N(CCO)c1ccccc1,i,1.5,?,
COc1ccccc1NC(=O)Nc1nc(CC(=O)Nc2ccc(F)cc2)cs1,i,0.3,-4.4%,
Cc1cc(S(=O)(=O)Nc2ccc(C(=O)NCC3(N4CCCCC4)CCCCC3)cc2)ccc1F,i,1.0,-5.8%,
